Source: PubChem BioAssay (The Scripps Research Institute Molecular Screening Center)
PP5 inh: blocks human protein phosphatase 5 activity. purified PP5c, OMFP substrate fluorescence. inhibition, % at 6.7 µM. 320,000 compounds, 0.18% hits. AID 1987;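 active = inhibition above the campaign's mean inhibition across all tested compounds plus 3 SD, cut at about 9.5% in these data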;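 note: 0% = DMSO only and 100% = 100 µM cantharidin control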
Target sequence (P53041 whole entry, looked up): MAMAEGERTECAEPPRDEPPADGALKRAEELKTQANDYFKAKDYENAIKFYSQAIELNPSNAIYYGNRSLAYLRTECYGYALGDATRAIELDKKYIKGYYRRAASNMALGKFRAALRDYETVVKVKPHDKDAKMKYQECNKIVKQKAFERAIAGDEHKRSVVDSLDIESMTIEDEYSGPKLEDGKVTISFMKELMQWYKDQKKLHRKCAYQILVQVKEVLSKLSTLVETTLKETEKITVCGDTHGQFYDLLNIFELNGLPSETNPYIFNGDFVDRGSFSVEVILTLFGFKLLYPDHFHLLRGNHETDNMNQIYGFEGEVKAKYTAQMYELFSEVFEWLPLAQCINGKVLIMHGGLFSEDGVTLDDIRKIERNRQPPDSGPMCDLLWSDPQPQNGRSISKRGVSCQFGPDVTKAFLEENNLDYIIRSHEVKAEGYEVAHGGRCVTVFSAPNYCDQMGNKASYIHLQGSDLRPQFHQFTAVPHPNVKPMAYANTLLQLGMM
proCasp3 act: procaspase-3 (human) activation; recombinant procaspase-3 D3A, Ac-DEVD-pNA absorbance 405 nm; activation, % at 8.5 µM; 330,000 compounds, 0.11% hits; AID 463141;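 active = activation above the mean of all tested compounds plus 3 SD, cut at about 21% in these data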;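 note: 0% = DMSO alone and 100% = DMSO wells spiked with extra 5 µM PC-3 D3A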
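Assay system – Procaspase-3 D3A mutant · Benchmarks – DMSO low control, extra-enzyme high control · Technique – 405 nm absorbance of p-nitroaniline, reads at 0 and 120 min · Doses – 8.5 µM nominal · Measure – % activation between DMSO and enzyme-spiked controls · Also added – Ac-DEVD-pNA chromogenic peptide substrate · Schedule – 1 h compound preincubation, 2 h substrate hydrolysis at 25 °C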
PAFAH2 inh: inhibitors of human PAFAH2. Q99487. recombinant PAFAH2, FP-rhodamine activity probe, fluorescence polarization. inhibition, % at 3.39 µM. 340,000 compounds, 0.99% hits;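 active = inhibition above the mean over all tested compounds plus 3 SD, cut at about 30% in these data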;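 note: inhibitors block probe labeling of enzyme so polarization drops; 0% = enzyme with DMSO and 100% = wells lacking PAFAH2 protein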
procasp7 counter: activates human procaspase-7, counter-screen for procaspase-3 activators | P55210 | recombinant procaspase-7, Ac-DEVD-pNA absorbance 405 nm; D23A/D198A/D206A triple mutant, cannot self-cleave; scale: DMSO 0, 5 µM enzyme 100 | activation, % at 8.5 µM | 330,000 compounds, 0.093% hits;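 active = percent activation above the screen-wide mean plus 3 SD, cut at about 25% in these data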
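Replicates: singlicate. Assay system: Procaspase-7 triple mutant (PC-7 D3A). Signal: 405 nm absorbance of p-nitroaniline. Times: 1 h preincubation, 2 h reaction. Buffer or medium: Zinc-free HEPES pH 7.4 with 300 mM NaCl, 0.01% Triton X-100. Also added: DEVD-pNA substrate. Benchmarks: DMSO wells as 0%, DMSO with 5 µM added PC-7 as 100%.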
PP1 counter: PP1-alpha (human) inhibition in PP5 counter-screen. P62136. purified PP1alpha, OMFP fluorescence. inhibition, % at 6.7 µM. 320,000 compounds, 0.9% hits;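 active = inhibition above the mean inhibition of all tested compounds plus 3 SD, computed separately for each screening campaign, cut at about 15% in these data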
Target sequence (P62136 whole entry, looked up): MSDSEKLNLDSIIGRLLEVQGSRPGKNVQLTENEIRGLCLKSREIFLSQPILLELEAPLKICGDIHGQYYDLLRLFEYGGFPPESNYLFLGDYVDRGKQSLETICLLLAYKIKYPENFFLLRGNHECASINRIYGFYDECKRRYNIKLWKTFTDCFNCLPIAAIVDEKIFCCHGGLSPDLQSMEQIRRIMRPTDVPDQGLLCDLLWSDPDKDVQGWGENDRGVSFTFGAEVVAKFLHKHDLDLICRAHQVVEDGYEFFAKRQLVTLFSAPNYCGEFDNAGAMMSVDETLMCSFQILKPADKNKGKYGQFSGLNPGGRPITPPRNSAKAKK
AHR activator: human AHR activation. AID 2796. 320,000 compounds, 2.5% hits. AHR-responsive luciferase reporter cells, luminescence. P35869. activation, % at 5 µM; in the data active = activation above about 47%;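 note: 0% = vehicle wells and 100% = reference agonist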
HCV core dimer: blocks dimerization of HCV core protein; AID 1899; 300,000 compounds, 0.33% hits; inhibition, % at 5 µM; TR-FRET GST/Flag-core106 dimerization, 1536-well;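 active = inhibition above the mean of all tested compounds plus 3 SD, set per screening campaign, cut at about 45% in these data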
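System: GST/Flag-tagged HCV core106 proteins. Incubation: compound-protein-antibody incubation 4 h at 22.5 °C. Technique: HTRF with 340 nm excitation, 617/671 nm emission. Medium: KF-containing HEPES buffer, pH 7.45, DTT, CHAPS, BSA. Read-out: inhibition (%) from 671 over 617 nm ratio. Also added: Eu(K)-anti-GST 90 ng/mL plus XL665-anti-Flag 1 µg/mL.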
Fh CTSL1 inh: counter-screen for PFM18AAP inhibitors: inhibitors of F. hepatica cathepsin L1. recombinant F. hepatica cathepsin L1, Z-Leu-Arg-MCA fluorescence. AID 1906. inhibition, % at 5.96 µM. 300,000 compounds, 0.49% hits;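 active = inhibition above the mean of all tested compounds plus 3 SD, set per screening campaign, cut at about 17% in these data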;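 note: 0% = plate median of test compound wells and 100% = 1 µM Z-Phe-Ala-diazomethylketone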
TPT1 inh: C. albicans TPT1 enzyme inhibition | recombinant caTPT1, FP RNA substrate dephosphorylation | 300,000 compounds, 0.81% hits | inhibition, % at 5 µM | AID 1962;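 active = inhibition above the mean of all tested compounds plus 3 SD, set per screening campaign, cut at about 24% in these data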;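 note: plate controls were DMSO alone for no effect and ferristatin control at 100 nM for full effect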
Starred values were filed as active, the others as inactive; x = not tested or not shown.

SMILES	PP5 inh	proCasp3 act	PAFAH2 inh	procasp7 counter	PP1 counter	AHR activator	HCV core dimer	Fh CTSL1 inh	TPT1 inh
COc1ccc(NC(=O)C(=O)NCC2CCCN2S(=O)(=O)c2cc(C)ccc2C)cc1 (stereo not drawn)	1.7	-4	0	6	-4	-3	2	-3	-3
O=C1C(C=Nc2ccccc2O)=C(O)c2ccccc21	4.8	-5	10	0	5	43	-5	3	-3
CCOC(=O)c1c(C)[nH]c(C)c1C(=O)COC(=O)c1ccccc1O	4.9	9	1	3	-1	7	5	-2	-1
CCOc1ncccc1C(=O)N(CC)CC(=O)Nc1ccc(NC(C)=O)cc1	1.6	-2	10	0	-2	1	-12	-4	0
CC1(OC(=O)C2CCCC2)C(=O)C=C2C=C(c3ccsc3)N(C3CC3)C=C2C1=O (stereo not drawn)	7.8	-4	3	-17	3	6	-4	1	2
COc1ccc(C(=O)N2CCC(n3nnc4cc(F)ccc43)CC2)cc1OC	0.1	10	2	6	-1	-1	10	-1	0
N#Cc1ccccc1OCCCNC1CCCC1	2.0	-2	-6	7	2	-2	8	-2	1
CCC(=O)Nc1c(C(=O)N2CCN(c3ccccn3)CC2)cnn1-c1ccc(Cl)cc1	-0.8	1	2	3	1	0	-4	-5	-3
CCOC(=O)c1ccc(CSc2nnc(N)s2)cc1	1.3	-10	10	8	0	3	2	2	-2
O=C(N/N=C/c1ccc(O)cc1)c1[nH]c2ccc(Br)cc2c1-c1ccccc1	3.5	5	-13	7	3	-2	9	2	1
COc1ccc2ccccc2c1CNCc1ccc(C)cc1	-0.3	1	-6	5	2	1	5	4	-1
O=C(COC(=O)CCC1CCCC1)Nc1ccccc1Sc1ccccc1	2.1	-1	-8	3	-2	0	-4	1	-2
COc1ccccc1C(=O)Nc1cc(Cl)ccc1-n1cncn1	0.0	-7	10	6	-4	49*	-4	0	0
c1ccc(-c2csc(Nc3ccc4c(c3)OCCO4)n2)cc1	3.3	-1	1	-9	1	61*	5	1	7
CCOc1ccccc1NC(=O)C1CCC(CNc2c(N3CCCCC3)c(=O)c2=O)CC1 (stereo not drawn)	1.5	-9	4	-6	-1	2	0	7	-1
CN(CCC1CCOCC1)C(=O)CC1C(=O)NCCN1C/C=C/c1ccccc1 (stereo not drawn)	-1.0	3	-1	-4	5	1	-1	1	3
COc1ccc(C2CC(c3ccccc3)=NN2C(=O)CN2CCN(Cc3ccccc3)CC2)cc1 (stereo not drawn)	-0.1	12	0	-4	4	1	1	3	-4
CCc1ccc(-n2nnnc2SCC(=O)Nc2ccc(NC(C)=O)cc2)cc1	0.1	-4	-8	-1	5	1	0	-3	-3
O=C(c1ccccc1)N1CCN(C(=O)c2ccccc2Br)CC1	1.0	5	-2	3	-1	1	1	-1	-1
CC(NC(=O)COC(=O)c1ccc2c(c1)S(=O)(=O)N=C1CCCCCN12)C12CC3CC(CC(C3)C1)C2 (stereo not drawn)	1.9	-1	-4	10	3	3	-9	0	-2
CC(c1ccco1)N(C(=O)c1ccccc1NS(=O)(=O)c1ccc(Cl)c([N+](=O)[O-])c1)c1ccccn1 (stereo not drawn)	-1.3	-6	10	-11	-4	10	17	-12	-1
O=C(CNC(=O)c1ccncc1)N/N=C/c1cc(Br)ccc1O	-0.3	6	3	2	-4	4	-4	-6	0
N#CCSc1nnc(-c2ccccc2O)n1CCc1ccccc1	5.7	-1	-7	7	-5	5	1	3	-4
COc1ccc(NC(=O)C2=Cc3cccc(OC)c3OC2)cc1	1.3	11	3	2	3	3	-1	1	-2
Cc1cc(C)n2nc(C(=O)OCC(=O)N(CCC#N)c3ccc(F)cc3)nc2n1	0.2	0	-1	5	-6	-1	-3	0	-1
Cc1occc1C(=O)Nc1c(Cl)cccc1Cl	1.4	2	4	2	3	6	5	-2	3
Cn1c(Cn2cnc([N+](=O)[O-])n2)nnc1SCC(=O)Nc1ccc(Br)cc1	4.0	3	2	1	-3	10	0	6	-3
O=C(CCN1C(=O)c2ccccc2S1(=O)=O)Nc1ccc(F)c(F)c1F	-0.9	10	0	7	-4	-3	-2	-1	0
C/C(N)=C(/C#N)C(=O)COC(=O)C1CCN(S(=O)(=O)c2cccs2)CC1	x	8	-1	9	x	-1	x	x	x
COCC1CCCN(C(=O)c2cc(COc3ccc(C(C)=O)cc3)on2)C1 (stereo not drawn)	2.6	0	3	6	-2	21	8	-4	0
COc1ccc(Cl)c2sc(N(CCN(C)C)C(=O)c3ccc4c(c3)OCCO4)nc12	0.4	-1	4	3	-3	15	0	2	0
CCOc1ccc(CCNC(=O)c2cccc(S(=O)(=O)N3CC(C)OC(C)C3)c2)cc1OCC (stereo not drawn)	-0.6	9	1	6	1	0	1	1	3
O=C(CSc1nc2ccccc2c(=O)n1CCCN1CCOCC1)c1c[nH]c2ccccc12	1.5	1	-5	-1	-2	-9	6	-1	0
Cc1ccc2oc3c(c(=O)c2c1)C(c1cccc(O)c1)N(c1ccccn1)C3=O (stereo not drawn)	3.1	-2	0	-3	-4	19	10	2	-5
O=S(=O)(c1ccc(Cl)cc1)N1CCC(n2cnc3cc(C(F)(F)F)ccc32)CC1	3.5	-6	6	-7	11	2	9	4	1
CCOc1cc(/C=N/Nc2nn3cnnc3c3ccccc23)ccc1O	-1.1	-1	2	3	-2	18	-4	3	-2
CCOC(=O)NC(=O)/C(C#N)=C\Nc1sccc1C(=O)OC	-4.9	-27	3	-23	-8	3	0	-3	-162
CC(C)(C)n1nnnc1CN1CCN2CCCC2C1 (stereo not drawn)	-0.5	-1	-7	1	-6	-2	-1	-3	0
CNC(=O)CC1C(=O)N(c2ccc(Cl)cc2)C(=S)N1NC(=O)c1cccc(F)c1 (stereo not drawn)	-0.6	-9	-5	-10	-4	2	0	-4	-1
CC(C)=CCCC(C)N(C=O)C(C)CCC=C(C)C (stereo not drawn)	2.5	-3	-2	9	0	1	-2	7	-3
COc1cccc(C2=NOC(C(=O)Nc3ccc4c(c3)OCO4)C2)c1 (stereo not drawn)	1.6	-5	-1	-2	-4	16	20	-4	-1
Cc1ccc(Nc2nnc(SCn3nnc4ccccc4c3=O)s2)cc1	3.1	9	-4	-5	3	28	13	0	1
COc1cc(CN2CCNC(=O)C2CC(=O)NCCCC2CCCC2)cc(OC)c1 (stereo not drawn)	1.8	4	0	-12	-2	-1	11	5	-4
c1ccc2c(c1)CN1CCCC1=N2	-1.0	-6	7	-7	-2	-2	-3	-6	0
O=C1CC(C(=O)N2CCN(c3ccccn3)CC2)CN1Cc1ccccc1Cl (stereo not drawn)	0.8	0	-5	2	-3	-2	0	1	1
Clc1ccc(Br)cc1-c1nc(-c2ccncc2)no1	2.3	3	2	7	11	39	14	-1	0
Cc1noc(C)c1C(=O)OC(C)C(=O)N(C)c1ccccc1 (stereo not drawn)	-1.1	9	7	9	0	-1	x	x	x
O=C(CCc1ccc(O)cc1)N/N=C/c1coc2ccccc2c1=O	1.0	1	x	0	-2	1	6	-3	1
CN(CC(CC(=O)O)c1ccccc1)S(=O)(=O)c1ccc(Br)cc1 (stereo not drawn)	3.1	-4	0	-2	-15	-1	16	-1	0
CC1Cc2ccccc2N1C(=O)c1cc2sccc2n1Cc1ccccc1 (stereo not drawn)	1.8	-3	-2	10	1	2	8	-1	0
O=C(Nc1ccc(Cl)c(Cl)c1)OCc1cncs1	2.0	-2	2	-5	3	21	-9	-1	0
CC(C)CC(=O)N1CCC(O)(CS(=O)(=O)c2ccc(Cl)c(Cl)c2)CC1	-2.1	8	7	6	-1	6	-3	-5	0
CCC(=O)Nc1c(-c2ccc(OC)cc2)c(=O)c2ccccc2n1C	-0.6	6	1	13	-1	5	-7	0	-1
CC(=O)N1CCc2cc(S(=O)(=O)NC(CC(C)C)C(=O)Nc3cc(C(=O)O)ccc3C)ccc21 (stereo not drawn)	1.9	9	-1	-6	5	-2	-11	6	3
Clc1ccc(OCCN2CCCCC2)c(Cl)c1	0.5	-1	7	12	0	2	1	0	0
COc1ccc(S(=O)(=O)n2nc(C)cc2C)cc1OC	-1.5	2	-3	2	3	2	-2	0	2

13 entries already listed, ordered by number of heavy atoms, descending:
SMILES	PP5 inh	proCasp3 act	PAFAH2 inh	procasp7 counter	PP1 counter	AHR activator	HCV core dimer	Fh CTSL1 inh	TPT1 inh
CC(=O)N1CCc2cc(S(=O)(=O)NC(CC(C)C)C(=O)Nc3cc(C(=O)O)ccc3C)ccc21 (stereo not drawn)	1.9	9	-1	-6	5	-2	-11	6	3
COc1cc(CN2CCNC(=O)C2CC(=O)NCCCC2CCCC2)cc(OC)c1 (stereo not drawn)	1.8	4	0	-12	-2	-1	11	5	-4
O=C1CC(C(=O)N2CCN(c3ccccn3)CC2)CN1Cc1ccccc1Cl (stereo not drawn)	0.8	0	-5	2	-3	-2	0	1	1
CC1Cc2ccccc2N1C(=O)c1cc2sccc2n1Cc1ccccc1 (stereo not drawn)	1.8	-3	-2	10	1	2	8	-1	0
Cc1ccc(Nc2nnc(SCn3nnc4ccccc4c3=O)s2)cc1	3.1	9	-4	-5	3	28	13	0	1
COc1cccc(C2=NOC(C(=O)Nc3ccc4c(c3)OCO4)C2)c1 (stereo not drawn)	1.6	-5	-1	-2	-4	16	20	-4	-1
CN(CC(CC(=O)O)c1ccccc1)S(=O)(=O)c1ccc(Br)cc1 (stereo not drawn)	3.1	-4	0	-2	-15	-1	16	-1	0
Cc1noc(C)c1C(=O)OC(C)C(=O)N(C)c1ccccc1 (stereo not drawn)	-1.1	9	7	9	0	-1	x	x	x
COc1ccc(S(=O)(=O)n2nc(C)cc2C)cc1OC	-1.5	2	-3	2	3	2	-2	0	2
Clc1ccc(Br)cc1-c1nc(-c2ccncc2)no1	2.3	3	2	7	11	39	14	-1	0
O=C(Nc1ccc(Cl)c(Cl)c1)OCc1cncs1	2.0	-2	2	-5	3	21	-9	-1	0
Clc1ccc(OCCN2CCCCC2)c(Cl)c1	0.5	-1	7	12	0	2	1	0	0
c1ccc2c(c1)CN1CCCC1=N2	-1.0	-6	7	-7	-2	-2	-3	-6	0

An unsorted share of the library; about 5.6% have a hit in one of these screens.
